Screens: PubChem, several laboratories
ANO1 activ = TMEM16A chloride channel activators or potentiators, primary screen, cell-based, HTS; Anoctamin-1 (Mus musculus), Q8BHY3; HEK293 TMEM16A/YFP-H148Q/I152L, iodide quench fluorescence; active compounds read low; B-score at 10 µM; 340,000 compounds, 0.3% hits; AID 623877, 2012;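 active means fluorescence-ratio B-score plate-corrected deviation score at least 3 library SD below zero, with starting fluorescence score within 5 deviations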;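 further: channel opened by trigger with iodide after compound preincubation; score built on the fluorescence ratio of max minus min over baseline; more negative score means more quench and so TMEM16A activation or potentiation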
MrgX1 allo act = positive allosteric modulators of MrgX1, primary screen, HEK293 cells, Fluo-4 calcium flux. Mas-related G-protein coupled receptor member X1 (Homo sapiens), Q96LB2. FDSS; active compounds read high. B-score at 10 µM. 310,000 compounds, 0.63% hits. AID 588675, 2011;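 active means plate-corrected calcium response at least 3 library SD above typical, normal starting fluorescence, not activating the receptor alone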;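 further: compound read alongside a low EC10 to EC30 dose of BAM8-22 agonist; peak minus trough fluorescence over baseline measured at the second addition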
ANO1 block = TMEM16A chloride channel inhibitors, primary screen, cell-based, HTS. Anoctamin-1 (Mus musculus), Q8BHY3. HEK293 TMEM16A/YFP iodide influx fluorescence, ionomycin. normalized B-score (activity score, 25-100; higher = stronger inhibition) at 10 µM. 310,000 compounds, 1.2% hits. AID 588511, 2011;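 active means ratio plate-corrected score three or more library SD toward inhibition, starting fluorescence score within five deviations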;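 further: score derived from kinetic fluorescence span divided by baseline fluorescence per well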
TRPC4 act = activators of mouse TRPC4 channel, primary screen, Fluo4 calcium, HEK293 TRPC4beta/mu-opioid cells; Fluo4 calcium fluorescence; active compounds read high; Short transient receptor potential channel 4 (Mus musculus), Q9QUQ5; B-score at 10 µM; 310,000 compounds, 0.49% hits;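 active means B-score above 5 SD of library B-scores, and initial fluorescence ratio not above library mean plus 5 SD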;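 further: positive B-score marks a calcium rise read as TRPC4 activation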
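System: HEK293 cells stably co-expressing mouse TRPC4beta and mu-opioid receptor; Schedule: Fluo4 dye loading 45 min at room temperature, 110 s recording; Detection: Fluo4 fluorescence, kinetic; Evaluation: B-scored integrated calcium fluorescence ratio; Controls: buffer (low) and maximal DAMGO (high).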
MrgX1 ag = agonists of human MrgX1 receptor, primary screen, HEK293 cells, Fluo-4 calcium flux; Mas-related G-protein coupled receptor member X1 (Homo sapiens), Q96LB2; Fluo-4 calcium fluorescence, agonist mode; active compounds read high; AID 588627, 2011; B-score at 10 µM; 310,000 compounds, 0.44% hits;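 active means calcium response B-score plate-corrected fluorescence ratio at least 3 library SD, with starting fluorescence B-score inside 5 SD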
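System – MrgX1-expressing HEK293 cells · Incubation – cells plated overnight, dye loaded 0.5 h 37 °C, 0.5 h room temperature · Technique – kinetic Fluo-4 NW fluorescence of intracellular calcium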
MrgX1 antag = antagonists of human MrgX1 receptor, primary screen, HEK293 cells, Fluo-4 calcium flux; Mas-related G-protein coupled receptor member X1 (Homo sapiens), Q96LB2; BAM8-22 antagonism; active compounds read low; B-score at 10 µM; 310,000 compounds, 1.3% hits; AID 588676, 2011;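 active means calcium-response B-score plate-corrected more than 3 library SD below zero, starting fluorescence within 5 deviations, no agonist response on first addition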;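 further: peak minus trough fluorescence over baseline after final BAM8-22 challenge near maximal dose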
TRPC4 potent = positive allosteric modulators of TRPC4, primary screen, cell-based, mouse TRPC4beta, HEK293 mu-opioid, Fluo-4 calcium; 310,000 compounds, 0.42% hits; DAMGO EC20, Fluo-4 Ca2+ flux; active compounds read high; B-score at 10 µM; AID 2227, 2009;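 active means B-score of calcium response area above 5 SD of library B-scores, with initial fluorescence ratio within 5 SD of library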;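 further: B-score of integrated fluorescence ratio over time as area under calcium response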
TRPC6 act = mouse TRPC6 channel activators, primary screen, cell-based, HEK293, membrane potential dye. Short transient receptor potential channel 6 (Mus musculus), Q61143. HEK293-TRPC6 membrane potential dye fluorescence; active compounds read high. 310,000 compounds, 0.13% hits. B-score at 10 µM;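 active means B-score of the integrated fluorescence ratio above library mean plus 3 SD, and starting fluorescence ratio within library mean plus 5 SD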;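 further: higher score means more depolarization so channel activation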
Target sequence (Q61143 whole entry, looked up): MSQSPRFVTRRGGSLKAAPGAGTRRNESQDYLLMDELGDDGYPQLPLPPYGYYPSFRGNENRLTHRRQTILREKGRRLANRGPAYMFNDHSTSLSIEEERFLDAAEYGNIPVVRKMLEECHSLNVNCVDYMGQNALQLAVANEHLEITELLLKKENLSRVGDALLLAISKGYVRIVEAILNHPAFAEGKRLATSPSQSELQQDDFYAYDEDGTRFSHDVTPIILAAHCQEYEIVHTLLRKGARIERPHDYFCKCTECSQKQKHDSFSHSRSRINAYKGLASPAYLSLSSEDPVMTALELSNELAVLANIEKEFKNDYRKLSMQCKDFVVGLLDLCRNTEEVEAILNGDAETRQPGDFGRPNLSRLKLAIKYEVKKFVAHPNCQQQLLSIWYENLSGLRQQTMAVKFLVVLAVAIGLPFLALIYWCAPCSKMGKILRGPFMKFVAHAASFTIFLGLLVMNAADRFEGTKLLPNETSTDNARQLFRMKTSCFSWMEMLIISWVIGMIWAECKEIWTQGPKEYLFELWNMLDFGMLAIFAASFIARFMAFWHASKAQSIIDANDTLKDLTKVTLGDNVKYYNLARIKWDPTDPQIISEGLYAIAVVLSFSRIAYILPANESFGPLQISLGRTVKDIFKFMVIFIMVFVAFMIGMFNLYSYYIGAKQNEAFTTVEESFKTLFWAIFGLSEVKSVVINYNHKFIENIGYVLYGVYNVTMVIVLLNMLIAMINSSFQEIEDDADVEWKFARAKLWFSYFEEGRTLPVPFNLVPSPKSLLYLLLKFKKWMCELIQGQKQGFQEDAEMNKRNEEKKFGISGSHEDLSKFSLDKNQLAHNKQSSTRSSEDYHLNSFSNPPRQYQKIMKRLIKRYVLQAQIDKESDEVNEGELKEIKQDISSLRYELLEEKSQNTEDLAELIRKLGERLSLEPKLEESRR
SKKanGAS inh = S. pyogenes SKKanGAS growth inhibitors in kanamycin, primary screen, streptokinase expression inhibitor project, SKKanGAS strain, BacTiter-Glo luminescence; 6 h; inhibition, % at 7.5 µM; 300,000 compounds, 1.3% hits;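 active means mean replicate score, as percent of positive control median, at least 50; inconclusive means mean below 50 but one replicate at or above 50; inactive means mean and every replicate below 50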;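 further: strain carries kanamycin resistance gene driven by streptokinase promoter and grows in 40 µg/ml kanamycin; loss of luminescence reflects streptokinase promoter inhibition or plain growth inhibition; 0% = median of DMSO wells and 100% = positive control at its reference dose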
TRPC4 block = inhibitors of mouse TRPC4 channel, primary screen, Fluo4 calcium, HEK293 TRPC4beta/mu-opioid cells; Short transient receptor potential channel 4 (Mus musculus), Q9QUQ5; DAMGO-evoked Fluo4 calcium flux; active compounds read low; B-score at 10 µM; 300,000 compounds, 0.39% hits; AID 2247, 2010;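 active means B-score over 3 SD under the library average, no early fluorescence shift, positive overall ratio signal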
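Assay system – HEK293 line stably carrying TRPC4beta and mu-opioid receptor · Doses – single dose · Detection – Fluo4 calcium-dye fluorescence, kinetic read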
TRPC6 inh = mouse TRPC6 channel inhibitors, primary screen, cell-based, HEK293, membrane potential dye. Short transient receptor potential channel 6 (Mus musculus), Q61143. ACh-evoked depolarization; active compounds read low. B-score at 10 µM. 310,000 compounds, 1.1% hits;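 active means B-score under library mean minus 3 SD, initial fluorescence not abnormally high, positive integrated signal ratio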;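 further: B-score derived from integrated fluorescence ratio over the kinetic read; more negative B-score means stronger inhibition of depolarization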
The depositor's hits bear a star; i = inactive; u = inconclusive; x = not tested or not shown.

SMILES | ANO1 activ | MrgX1 allo act | ANO1 block | TRPC4 act | MrgX1 ag | MrgX1 antag | TRPC4 potent | TRPC6 act | SKKanGAS inh | TRPC4 block | TRPC6 inh
Cc1sc2ncnc(SCC(=O)N3CCCC(C(N)=O)C3)c2c1C (stereo not given) | i | i | i | i | i | i | i | i | -5 | i | i
O=C1c2ccccc2C(Nc2ccc3nc(-c4cccnc4)[nH]c3c2)N1Cc1ccco1 (stereo not given) | i | i | i | i | i | i | i | i | 3 | i | i
CCOC(=O)CN(C(=O)CSc1nnc(Cc2ccccc2)n1-c1ccc(C)cc1)c1ccccc1 | i | i | i | i | i | i | i | i | 2 | i | i
O=C1CCC/C(=N\NC(=O)c2ccc(COc3ccccc3-c3ccccc3)cc2)C1 | i | i | i | i | i | i | i | i | -2 | i | i
COc1ccc(NC(=O)C(CC(=O)O)Cc2ccccc2)cc1 (stereo not given) | i | i | i | i | i | i | i | i | 2 | i | i
Cc1cc(C(c2nnnn2Cc2ccccc2)N2CCOCC2)c(C)n1-c1ccc2c(c1)OCO2 (stereo not given) | i | i | i | i | i | i | i | i | -11 | i | i
COc1ccc(N/C(=N\c2nc(C)cc(C)n2)NC(=O)C(C)C)cc1OC | i | i | i | i | i | i | i | i | -1 | i | i
O=c1[nH]c2ccccc2cc1CN(Cc1ccco1)S(=O)(=O)c1ccc(F)cc1 | i | i | i | i | i | i | i | i | -6 | i | i
CN(C1CCCCC1)S(=O)(=O)c1ccc2c(c1)c(=O)c(C(=O)NCCCN1CCCC1)cn2C | i | i | i | i | i | i | i | i | -2 | i | i
Cc1ccc(-c2nc3ccccc3c(=O)n2NC(=S)N(C)C)cc1 | i | i | i | i | i | i | i | i | -2 | i | i
COc1cccc2c1C(CO)N1C(C#N)C3CC(C(=O)O)C(C1C2)N3C (stereo not given) | i | i | i | x | i | i | x | x | x | x | x
Cc1cccc(CCNS(=O)(=O)c2ccc3c(c2)oc(=O)n3C)c1 | i | i | i | i | i | i | i | i | 2 | i | i
CCC(C)C(=O)Nc1ccc(S(=O)(=O)N2CCCC2)cc1 (stereo not given) | i | i | i | i | i | i | i | i | -1 | i | i
O=C(O)CCC(NC(=O)C1CCCN1C(=O)OCc1ccccc1)C(=O)O (stereo not given) | i | i | i | i | i | -6.4* | i | i | -7 | i | i
CC(C)(C)c1ccc(NC(=O)COC(=O)CCN2C(=O)c3cccc([N+](=O)[O-])c3C2=O)cc1 | i | i | i | i | i | i | i | i | 5 | i | i
Cc1ccc(OC(C)C(=O)Nc2ccncc2)cc1 (stereo not given) | i | i | i | i | i | i | i | i | 2 | i | i
C=CCn1c2ccccc2c2nnc(SC(CC)C(=O)Nc3sc4c(c3C#N)CCCC4)nc21 (stereo not given) | i | i | i | i | i | i | i | i | u | i | i
COc1ccccc1/C=C/C(=O)NCCc1ccccn1 | i | i | i | i | i | i | i | i | -4 | i | i
CCCC(=O)Nc1cc(S(=O)(=O)N(CC)CC)ccc1Cl | i | i | i | i | i | i | i | i | 2 | i | i
O=C(NCCc1ccccc1)C1c2ccccc2C(=O)N1Cc1cccs1 (stereo not given) | i | i | i | i | i | i | i | i | 6 | i | i
COc1ccc(-n2c(SCC3OCCO3)nc3c(sc(=S)n3-c3ccccc3)c2=O)cc1OC | i | i | i | i | i | i | i | i | 4 | i | i
CCOC(=O)c1sc2ncnc(N3CCN(c4ccc(OC)cc4)CC3)c2c1C | i | i | i | i | i | i | i | i | 69* | i | i
CC(C)(C)Nc1nc(Nc2ccc([N+](=O)[O-])cc2)nc(NC(C)(C)C)n1 | i | i | i | i | i | i | i | i | 20 | i | i
Cc1ccc(S(=O)(=O)N(C)C)cc1-n1c(SCC(=O)N(C)C)nc2ccccc2c1=O | i | i | i | i | i | i | i | i | -16 | i | i
Cc1ccc(Cl)cc1NC(=O)Nn1cnnc1 | i | i | i | i | i | i | i | i | -5 | i | i
O=C(CSc1ncn[nH]1)CSc1ncn[nH]1 | i | i | i | i | i | i | i | i | 2 | i | i
Cc1cccc(NC(=O)C2C3CCC4C(CCC32)C4(Cl)Cl)c1 (stereo not given) | i | i | i | i | i | i | i | i | 7 | i | i
COc1ccc(-c2nnc3sc(CCN4C(=O)c5ccccc5C4=O)nn23)cc1 | i | i | i | i | i | i | i | i | -2 | i | i
COc1cccc(CN(C)C(=O)c2ccc(N3CCCC3)c([N+](=O)[O-])c2)c1 | i | i | i | i | i | i | i | i | -17 | i | i
O=C(CCc1nc(-c2ccccc2)no1)N1CCCC1 | i | i | i | i | i | i | i | i | 0 | i | i

Brought forward from above: 2 compounds, then new ones.
SMILES | ANO1 activ | MrgX1 allo act | ANO1 block | TRPC4 act | MrgX1 ag | MrgX1 antag | TRPC4 potent | TRPC6 act | SKKanGAS inh | TRPC4 block | TRPC6 inh
COc1cccc(CN(C)C(=O)c2ccc(N3CCCC3)c([N+](=O)[O-])c2)c1 | i | i | i | i | i | i | i | i | -17 | i | i
O=C(CCc1nc(-c2ccccc2)no1)N1CCCC1 | i | i | i | i | i | i | i | i | 0 | i | i
CS(=O)(=O)c1ccc2nc(NC(=O)c3ccc(NS(=O)(=O)c4cccc([N+](=O)[O-])c4)cc3)sc2c1 | i | i | i | i | i | i | i | i | 62* | i | i
CCOc1ccc(/C=C2/C(=O)N(c3ccc(OC)cc3)C(=S)N2CC(=O)OC)cc1OCC | i | i | i | i | i | -6.4* | i | i | 1 | i | i
Cc1cc(NC(=O)CS(=O)CC(=O)Nc2c(C)cccc2C)ccc1-n1cnnn1 (stereo not given) | i | i | i | i | i | i | i | i | 2 | i | i
O=C1CC(c2ccco2)CC2=C1C1c3ccccc3C(=O)N1c1ccccc1N2 (stereo not given) | i | i | i | i | i | i | i | i | 11 | i | i
Cc1ccc(C(=O)Nc2ncccc2O)cc1S(=O)(=O)N1CCCCC1 | i | i | i | i | i | i | i | i | 5 | i | i
O=C1C2CCCCN2C(=O)N1CCCCN1CCN(c2cccc(Cl)c2)CC1 (stereo not given) | i | i | i | i | i | i | i | i | 0 | i | i
CN1C(=O)C2(c3ccccc31)C1CCCC=C1C(C#N)=C(N)C2(C#N)C#N (stereo not given) | i | 6.7* | i | x | i | i | x | x | x | x | x
CCC(=O)Nc1ccc2nc(C3CC3)n(Cc3ccccc3)c(=O)c2c1 | i | i | i | i | i | i | i | i | 4 | i | i
O=C(NCc1ccccn1)C1CCC(CNS(=O)(=O)c2cccc3nsnc23)CC1 (stereo not given) | i | i | i | i | i | i | i | i | -5 | i | i
OC(CNCc1ccccc1)COc1ccccc1 (stereo not given) | i | i | i | i | i | i | i | i | 2 | i | i
COc1ccccc1N1CCN(C(=O)c2sc3ncnc(N4CCN(c5ccccn5)CC4)c3c2C)CC1 | i | i | i | i | i | i | i | i | 23 | i | i
O=C(c1ccc(-c2ccccc2)cc1)C1CCCN(Cc2ccncc2)C1 (stereo not given) | i | i | 100* | i | i | i | i | i | 22 | i | i
COc1ccccc1NC(=O)Cn1c(CCC(=O)O)ccc1-c1ccccc1 | i | i | i | i | i | i | i | i | 6 | i | i
O=C(CSc1nc2ccccc2c2nc3ccccc3n12)NCc1ccco1 | i | i | i | i | i | i | i | i | 37 | i | i
O=C(NCc1ccc(Cl)cc1)C1CCN(S(=O)(=O)N2CCOCC2)CC1 | i | i | i | i | i | i | i | i | -16 | i | i
O=c1cnnc(Nc2ccc(Cl)c(C(F)(F)F)c2)[nH]1 | i | i | i | i | i | i | i | i | 10 | i | i
COc1ccc(C(=O)CSc2nnc(C(CO)NC(=O)c3ccc(OC)cc3)n2C)cc1 (stereo not given) | i | i | i | i | i | i | i | i | -2 | i | i
CC(C)CC(=O)Nc1c2c(nn1-c1ccc(F)cc1)CSC2 | i | i | i | i | i | -7.7* | i | i | -3 | i | i
CC(Oc1ccccc1)C(=O)NNC(=O)c1ccccn1 (stereo not given) | i | i | i | i | i | i | i | i | -12 | i | i
COP(=O)(OC)C(Nc1ccc([N+](=O)[O-])cc1)c1ccccc1 (stereo not given) | i | i | i | i | i | i | i | i | -7 | i | i
COc1cc(S(=O)(=O)Nc2ccc(Br)cc2)ccc1N | i | i | i | i | i | i | i | i | -4 | i | i
Cc1ccc(CSc2ccc3nnc(-c4cccnc4)n3n2)cc1 | i | i | i | i | i | i | i | i | 1 | i | i
Cc1ccc(C(=O)Nc2cccc([N+](=O)[O-])c2)cc1S(=O)(=O)Nc1cccc(C(=O)O)c1 | i | i | i | i | i | i | i | i | -4 | i | i
C/C(=N\NC(=O)c1cccnc1)c1ccc(-n2ccnc2)cc1 | i | i | i | i | i | i | i | i | -9 | i | i
C=CCOc1cccc(C(=O)N(C)C2CCCN(Cc3ccccc3F)C2)c1 (stereo not given) | i | i | i | i | i | i | i | i | -2 | i | i
Cc1ccc(CCNC(=O)c2nnn(-c3cccc(C)c3)c2N)cc1 | i | i | i | i | i | i | i | i | 1 | i | i
O=C1N=C(c2ccccc2)C(c2ccccc2)N1 (stereo not given) | i | i | i | i | i | -7.3* | i | i | 7 | i | i
C=CCNC(=S)NNC(=O)C(CCCC)CC(C)O (stereo not given) | i | i | i | i | i | i | i | i | -2 | i | i
CCOC(=O)N1CCC(N(CCOC)C(=O)Nc2ccc(C)c(C)c2)CC1 | i | i | i | i | i | i | i | i | 1 | i | i
